RSV antiviral HEp-2: RSV antiviral activity via CPE protection, HEp-2 cells, primary 10 µM value included (AID 2391); HEp-2 cells, RSV-induced CPE inhibition; higher % means a stronger effect; CPE inhibition, % at 10 µM; hits with a dose series show IC50 in µM; 310,000 compounds, 0.13% hits; in the data active means a potency from the dose series; further: strong numbers were not always called active
WT yeast gro inh: growth inhibition of WT yeast, mitochondrial fusion screen | inhibition, % at 10 µM | 190,000 compounds, 2.1% hits | mitochondrial fusion phenotypic screen, WT strain; in the data active means inhibition above about 58%; tested in S. cerevisiae
Myeloid diff MLP: promotes myeloid progenitor differentiation; ER-HoxA9 myeloid progenitors, lysozyme-GFP differentiation, flow cytometry; calls only at 10 µM; 360,000 compounds, 1% hits; AID 624256;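 active means normalized GFP-positive differentiation at or above the plate's own cutoff, the solvent-only control mean plus 3 SD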;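 further: cells exposed to compound for four days before flow analysis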
TNAP activation fold: stimulation of alkaline phosphatase TNAP activity – biochemical, luminescent, no phosphate acceptor, uHTS, primary screen (AID 1001) | purified TNAP, luminescent activation assay, no phosphate acceptor; higher activation fold means a stronger effect | activation fold at 20 µM, or EC50 in µM where a hit was titrated | 200,000 compounds, 0.03% hits; in the data active means activation fold from about 3, or a potency from the dose series; inactive means the rest, 99 in 100 with activation fold below about 1.6; further: many of its hits are not listed in these tables
Siah-1 displacement: blockers of Siah-1 interaction with plectin peptide – biochemical, fluorescence polarization, rhodamine-plectin, uHTS, primary screen (AID 1817) | Siah-1 / rhodamine-plectin peptide fluorescence polarization; higher % means a stronger effect | displacement, % at 20 µM, or IC50 in µM where a hit was titrated | 290,000 compounds, 0.02% hits;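 active means displacement of at least 50% at 20 µM, with a fluorescence ratio check between 0.3 and a set limit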;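 further: plate controls were Siah plus tracer with DMSO for no effect and tracer alone without Siah for full effect; strong numbers were not always called active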
PMI inhibitors: inhibitors of human PMI, primary screen, biochemical, fluorescence intensity, coupled assay (AID 1209). 190,000 compounds, 0.42% hits. one-dose inhibition, % at 20 µM; IC50 in µM for titrated hits. purified PMI enzyme, coupled fluorescence intensity; higher % means a stronger effect;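 further: plate controls were DMSO vehicle for no effect and wells lacking substrate for full effect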
PMI inhibition: MPI inhibition at elevated mannose 6-phosphate – biochemical, fluorescence intensity, high mannose 6-phosphate, primary screen (AID 1220) | recombinant PMI enzyme, coupled fluorescence intensity; higher % means a stronger effect | inhibition, % at 20 µM; hits with a dose series show IC50 in µM | 190,000 compounds, 0.66% hits
XIAP displacement: small molecules displacing peptide from XIAP – biochemical, IAP family, fluorescence polarization (AID 1018). XIAP BIR domain, fluorescence polarization peptide displacement; higher % means a stronger effect. displacement, % at 20 µM, or IC50 in µM where a hit was titrated. 200,000 compounds, 0.007% hits; in the data active means displacement above about 50%; further: a part of the inactive calls stands beside numbers as strong as those of hits
Salmonella PhoP GFP: PhoP-dependent GFP reporter repression – Salmonella Typhimurium, primary screen (AID 1863); S. Typhimurium PhoP-regulated promoter GFP reporter, 4 h; higher % means a stronger effect; one-dose inhibition, % at 50 µM; IC50 in µM for titrated hits; 300,000 compounds, 0.16% hits;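 active means inhibition over 29.93%, a cutoff 3 SD above the screen mean, later confirmed by dose response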;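 further: 0% = low Mg2+ inducing control and 100% = high Mg2+ repressing control; strong numbers were not always called active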
WT yeast gro inh mutant strain: further read-out of WT yeast gro inh, marked with its call; inhibition, %; mitochondrial fusion phenotypic screen, mutant strain inhibition
Myeloid diff MLP GFP+ MAC1+ %: also measured in Myeloid diff MLP; calls as there; GFP+ MAC1+ double positive, %; measured here: differentiation confirmed by MAC1 staining
An asterisk follows results filed as active. Unless noted, no stated cut-off is given here; in the data, active means inhibition above about 50%; inactive means the rest.

For Cc1cccc([C@@H]2[C@@H]3C(=O)N(Cc4ccccc4)C(=O)[C@@H]3[C@]3(C)C(=O)N(c4ccc(C(F)(F)F)cc4)C(=O)N23)c1 the results were RSV antiviral HEp-2 0.6%, Myeloid diff MLP inactive, Siah-1 displacement 7%, Salmonella PhoP GFP -3% and Myeloid diff MLP GFP+ MAC1+ % 0.6.
Screening COc1ccc(-c2cc(C(F)(F)F)nc(SCC(=O)NCc3cnn(C)c3C)n2)cc1OC returned RSV antiviral HEp-2 1.6%, WT yeast gro inh 3, Myeloid diff MLP inactive, TNAP activation fold 1.1, Siah-1 displacement 0%, PMI inhibitors 15%, PMI inhibition 4%, XIAP displacement -9.4%, Salmonella PhoP GFP 6%, WT yeast gro inh mutant strain -1 and Myeloid diff MLP GFP+ MAC1+ % 0.5.
For COc1ccc(-n2c(=O)c(NC(=O)c3ccccc3)c3n(c2=S)CCCCC3)cc1 the results were RSV antiviral HEp-2 1.0%, WT yeast gro inh -8, Myeloid diff MLP inactive, TNAP activation fold 1.1, Siah-1 displacement 2%, PMI inhibitors -9%, PMI inhibition -7%, XIAP displacement -3.9%, Salmonella PhoP GFP -2%, WT yeast gro inh mutant strain 6 and Myeloid diff MLP GFP+ MAC1+ % 0.6.
`COc1ccc(NC(=O)CCc2c(C)nn(-c3ccc(N4CCOCC4)nn3)c2C)cc1` gave RSV antiviral HEp-2 0.8%, Myeloid diff MLP inactive, Siah-1 displacement 1%, Salmonella PhoP GFP -4% and Myeloid diff MLP GFP+ MAC1+ % 0.9.
CCc1cccc(CC)c1NC(=S)NCc1ccc2c(c1)OCO2 was read as RSV antiviral HEp-2 7.2%, WT yeast gro inh 19, Myeloid diff MLP inactive, TNAP activation fold 1.1, Siah-1 displacement 6%, PMI inhibitors 1%, PMI inhibition 3%, XIAP displacement -5.6%, Salmonella PhoP GFP -15%, WT yeast gro inh mutant strain 2 and Myeloid diff MLP GFP+ MAC1+ % 0.1.
`COc1ccccc1NC(=O)CSc1nc(SC)ns1` gave RSV antiviral HEp-2 3.0%, Myeloid diff MLP inactive, Siah-1 displacement 1%, Salmonella PhoP GFP 5% and Myeloid diff MLP GFP+ MAC1+ % 3.2.
Screening CC(=O)Nc1ccc(OCC(O)CN2C(C)(C)CC(O)CC2(C)C)cc1 (stereo unspecified) returned RSV antiviral HEp-2 0.1%, WT yeast gro inh -10, Myeloid diff MLP inactive, TNAP activation fold 1, Siah-1 displacement 6%, PMI inhibitors -2%, PMI inhibition -10%, XIAP displacement -6.4%, Salmonella PhoP GFP -10%, WT yeast gro inh mutant strain 16 and Myeloid diff MLP GFP+ MAC1+ % 0.5.
Cc1cc(C)c(NC(=O)COC(=O)C2CCC(=O)N2)c(C)c1 (stereo unspecified) was read as RSV antiviral HEp-2 3.6%, WT yeast gro inh 13, Myeloid diff MLP inactive, TNAP activation fold 1.1, Siah-1 displacement 3%, PMI inhibitors -14%, PMI inhibition 20%, XIAP displacement -7.3%, Salmonella PhoP GFP 8%, WT yeast gro inh mutant strain 4 and Myeloid diff MLP GFP+ MAC1+ % 0.8.
`COc1cc(C)ccc1OCCCOc1ccccc1Br` gave RSV antiviral HEp-2 4.8%, WT yeast gro inh 24, Myeloid diff MLP inactive, TNAP activation fold 1, Siah-1 displacement 0%, PMI inhibitors 17%, PMI inhibition 9%, XIAP displacement -4.8%, Salmonella PhoP GFP 33%, WT yeast gro inh mutant strain 9 and Myeloid diff MLP GFP+ MAC1+ % 0.6.
`CC(C)(C)c1nc(SCC(=O)NCc2cccs2)c2ccccc2n1` gave RSV antiviral HEp-2 4.8%, WT yeast gro inh 3, Myeloid diff MLP inactive, TNAP activation fold 1.1, Siah-1 displacement -2%, XIAP displacement -5.4%, Salmonella PhoP GFP 11%, WT yeast gro inh mutant strain 5 and Myeloid diff MLP GFP+ MAC1+ % 0.0.
`Cc1nc2sc(C(c3cccs3)N3CCC(C(N)=O)CC3)c(O)n2n1` (stereo unspecified) gave RSV antiviral HEp-2 1.3%, WT yeast gro inh 1, Myeloid diff MLP inactive, TNAP activation fold 0.9, Siah-1 displacement 0%, PMI inhibitors -10%, PMI inhibition -9%, XIAP displacement -7.0%, Salmonella PhoP GFP 9%, WT yeast gro inh mutant strain 0 and Myeloid diff MLP GFP+ MAC1+ % 1.6.
For COc1ccc(S(=O)(=O)N2CCCOC2CNC(=O)C(=O)NCc2ccccc2F)cc1C (stereo unspecified) the results were RSV antiviral HEp-2 0.8%, Myeloid diff MLP inactive, Siah-1 displacement 10%, Salmonella PhoP GFP -6% and Myeloid diff MLP GFP+ MAC1+ % 0.8.
Screening CCCc1sc(N2CCCC(C(N)=O)C2)nc1-c1ccccc1 (stereo unspecified) returned RSV antiviral HEp-2 3.4%, WT yeast gro inh -15, Myeloid diff MLP inactive, TNAP activation fold 1.1, Siah-1 displacement 2%, PMI inhibitors 0%, PMI inhibition -1%, XIAP displacement -3.8%, Salmonella PhoP GFP -4%, WT yeast gro inh mutant strain -10 and Myeloid diff MLP GFP+ MAC1+ % 0.3.
Screening COC(=O)C(Cc1c[nH]c2ccccc12)NC(=O)CNC(C)=O (stereo unspecified) returned RSV antiviral HEp-2 1.2%, WT yeast gro inh -7, Myeloid diff MLP inactive, TNAP activation fold 1.1, Siah-1 displacement -9%, PMI inhibitors 0%, PMI inhibition -6%, XIAP displacement -2.1%, Salmonella PhoP GFP 5%, WT yeast gro inh mutant strain -4 and Myeloid diff MLP GFP+ MAC1+ % 1.2.
`Cc1nn(C)cc1C(=O)NNC(=S)Nc1ccc(Cl)cc1` gave RSV antiviral HEp-2 3.2%, WT yeast gro inh -1, Myeloid diff MLP inactive, TNAP activation fold 1.4, Siah-1 displacement 5%, PMI inhibitors -38%, PMI inhibition -88%, XIAP displacement -4.2%, Salmonella PhoP GFP 18%, WT yeast gro inh mutant strain 0 and Myeloid diff MLP GFP+ MAC1+ % 0.7.
For CCOc1ccccc1OCC(=O)Nc1ccc(S(=O)(=O)N(C)C)cc1 the results were RSV antiviral HEp-2 0.8%, WT yeast gro inh 69*, Myeloid diff MLP inactive, TNAP activation fold 1.1, Siah-1 displacement 0%, PMI inhibitors 3%, PMI inhibition -3%, XIAP displacement -3.5%, Salmonella PhoP GFP -5%, WT yeast gro inh mutant strain 11* and Myeloid diff MLP GFP+ MAC1+ % 1.2.
For Cc1ccc(Cn2ccc(NC(=O)c3cc(C)on3)n2)cc1 the results were RSV antiviral HEp-2 2.1%, WT yeast gro inh 1, Myeloid diff MLP inactive, TNAP activation fold 0.9, Siah-1 displacement -2%, PMI inhibitors -4%, PMI inhibition -10%, XIAP displacement -1.7%, Salmonella PhoP GFP 19%, WT yeast gro inh mutant strain 0 and Myeloid diff MLP GFP+ MAC1+ % 0.8.
Screening O=C(CN1C(=O)NC2(CCOc3ccccc32)C1=O)Nc1ccc2c(c1)OCCO2 (stereo unspecified) returned RSV antiviral HEp-2 0.9%, WT yeast gro inh -6, Myeloid diff MLP inactive, TNAP activation fold 1.1, Siah-1 displacement 4%, PMI inhibitors 0%, PMI inhibition 0%, XIAP displacement -5.9%, Salmonella PhoP GFP 0%, WT yeast gro inh mutant strain -2 and Myeloid diff MLP GFP+ MAC1+ % 0.0.
For Cc1cc(C(=O)COC(=O)c2ccc3c(c2)NC(=O)CS3)c(C)n1CC1CCCO1 (stereo unspecified) the results were RSV antiviral HEp-2 0.9%, WT yeast gro inh -6, Myeloid diff MLP inactive, TNAP activation fold 1.3, Siah-1 displacement 1%, PMI inhibitors 9%, PMI inhibition 22%, XIAP displacement -2.2%, Salmonella PhoP GFP 8%, WT yeast gro inh mutant strain -16 and Myeloid diff MLP GFP+ MAC1+ % 1.3.
CC(C)=Cc1oc2ccc([N+](=O)[O-])cc2c1N1CC(C)OC(C)C1 (stereo unspecified) was read as RSV antiviral HEp-2 1.5%, WT yeast gro inh 1, Myeloid diff MLP inactive, TNAP activation fold 1, Siah-1 displacement 2%, PMI inhibitors -10%, PMI inhibition 0%, XIAP displacement -12%, Salmonella PhoP GFP 2%, WT yeast gro inh mutant strain -8 and Myeloid diff MLP GFP+ MAC1+ % 0.3.
For O=C(Cc1cccs1)NCc1cccc(Cl)c1 the results were RSV antiviral HEp-2 -0.1%, Myeloid diff MLP inactive, Siah-1 displacement 4%, Salmonella PhoP GFP 13% and Myeloid diff MLP GFP+ MAC1+ % 1.5.
`O=[N+]([O-])c1ccc(Cl)c(NC(=S)N2CCCC2)c1` gave RSV antiviral HEp-2 -0.1%, Myeloid diff MLP inactive, Siah-1 displacement 7%, Salmonella PhoP GFP 6% and Myeloid diff MLP GFP+ MAC1+ % 0.7.
COc1ccc(C(=O)OCC(=O)Nc2cccc(C(C)=O)c2)cc1OC was read as RSV antiviral HEp-2 9.1%, Myeloid diff MLP inactive, Siah-1 displacement -1%, Salmonella PhoP GFP -3% and Myeloid diff MLP GFP+ MAC1+ % 2.2.
CCCC(=O)Nc1ccccc1-c1nnc(SC)[nH]c1=O was read as RSV antiviral HEp-2 -0.1%, WT yeast gro inh 5, Myeloid diff MLP inactive, TNAP activation fold 1.2, Siah-1 displacement 2%, PMI inhibitors -6%, PMI inhibition -1%, XIAP displacement -0.7%, Salmonella PhoP GFP 5%, WT yeast gro inh mutant strain 0 and Myeloid diff MLP GFP+ MAC1+ % 1.7.
Screening C/C(=N\Nc1nc2ccccc2[nH]1)c1ccc([N+](=O)[O-])cc1 returned RSV antiviral HEp-2 -1.1%, Myeloid diff MLP inactive, Siah-1 displacement -2%, Salmonella PhoP GFP 5% and Myeloid diff MLP GFP+ MAC1+ % 0.1.
`CN(C)Cc1nc2ccccc2c(=O)n1CC(=O)Nc1cccc(S(=O)(=O)N2CCOCC2)c1` gave RSV antiviral HEp-2 1.7%, WT yeast gro inh 14, Myeloid diff MLP inactive, TNAP activation fold 1, Siah-1 displacement 2%, PMI inhibitors 10%, PMI inhibition 4%, XIAP displacement -11%, Salmonella PhoP GFP 11%, WT yeast gro inh mutant strain -8 and Myeloid diff MLP GFP+ MAC1+ % 0.2.
